Source: PubChem (several laboratories)
Furin inh – inhibitors of human furin | purified furin, fluorogenic substrate cleavage | 0.061% of 220,000 active | P09958 | inhibition, % at 30 µM; in the data active = inhibition above about 25%; also: inactives centre near -15
14-3-3 Bad PPI – disrupts binding of bovine 14-3-3 zeta to phospho-Bad peptide | TR-FRET 14-3-3zeta/Dy647-pBad peptide displacement, 1 h | inhibition, % at 21.7 µM | 0.71% of 220,000 active | AID 781;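 active = inhibition above about 70%, limit read from the data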;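 also: 0% = full 14-3-3 plus peptide FRET controls and 100% = background without 14-3-3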
EBV gp42 block – blocks Epstein-Barr virus glycoprotein 42 binding | Q1HVG2 | inhibition, % (tested at 21.74 µM) | 0.42% of 220,000 active | AID 1085 | Fluorescence polarization binding assay, mP read-out; in the data active = inhibition above about 50%
NCF1 inh – inhibitors of human p47phox binding. P14598. p47phox/p22phox peptide binding, fluorescence polarization, 2 h. inhibition, % at 24.7 µM. 0.53% of 220,000 active. AID 1274;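 also: 0% = p47phox with labelled peptide and 100% = labelled peptide alone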
Rad51 HR inh – blocks human Rad51 in homologous recombination | Q06609 | hRad51 DNA strand exchange, fluorescence dequenching | inhibition, % at 10 µM | 0.085% of 200,000 active;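 active = inhibition above 40% at the single screening dose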;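 also: 0% = DMSO control wells and 100% = blanks with heterologous ssDNA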
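Material: Human Rad51 nucleoprotein filaments preassembled on unlabelled ssDNA | Also added: Labelled 47-mer dsDNA for strand exchange | Dosing: Single dose, 10 µM final compound | Schedule: 30-min compound preincubation and 15-min exchange, both room temperature | Technique: Fluorescence dequenching at 485/520 nm | Measure: Percent inhibition relative to plate controls and blanks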
Cl transport mod – KCC2 (human) Cl- transport modulation; Q9H2X9; KCC2 cells, thallium flux FluoZin-2 fluorescence; B-score of Tl+ flux slope (higher = more flux/activation; lower = inhibition) at 10 µM; 2.2% of 190,000 active;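 active = thallium flux slope and its plate-corrected score both differing from the plate sample mean at a set confidence after two filtering rounds, in either direction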;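 also: slope of fluorescence scaled to starting intensity during 10 to 20 s after thallium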
Target sequence (Q9H2X9 whole entry, looked up): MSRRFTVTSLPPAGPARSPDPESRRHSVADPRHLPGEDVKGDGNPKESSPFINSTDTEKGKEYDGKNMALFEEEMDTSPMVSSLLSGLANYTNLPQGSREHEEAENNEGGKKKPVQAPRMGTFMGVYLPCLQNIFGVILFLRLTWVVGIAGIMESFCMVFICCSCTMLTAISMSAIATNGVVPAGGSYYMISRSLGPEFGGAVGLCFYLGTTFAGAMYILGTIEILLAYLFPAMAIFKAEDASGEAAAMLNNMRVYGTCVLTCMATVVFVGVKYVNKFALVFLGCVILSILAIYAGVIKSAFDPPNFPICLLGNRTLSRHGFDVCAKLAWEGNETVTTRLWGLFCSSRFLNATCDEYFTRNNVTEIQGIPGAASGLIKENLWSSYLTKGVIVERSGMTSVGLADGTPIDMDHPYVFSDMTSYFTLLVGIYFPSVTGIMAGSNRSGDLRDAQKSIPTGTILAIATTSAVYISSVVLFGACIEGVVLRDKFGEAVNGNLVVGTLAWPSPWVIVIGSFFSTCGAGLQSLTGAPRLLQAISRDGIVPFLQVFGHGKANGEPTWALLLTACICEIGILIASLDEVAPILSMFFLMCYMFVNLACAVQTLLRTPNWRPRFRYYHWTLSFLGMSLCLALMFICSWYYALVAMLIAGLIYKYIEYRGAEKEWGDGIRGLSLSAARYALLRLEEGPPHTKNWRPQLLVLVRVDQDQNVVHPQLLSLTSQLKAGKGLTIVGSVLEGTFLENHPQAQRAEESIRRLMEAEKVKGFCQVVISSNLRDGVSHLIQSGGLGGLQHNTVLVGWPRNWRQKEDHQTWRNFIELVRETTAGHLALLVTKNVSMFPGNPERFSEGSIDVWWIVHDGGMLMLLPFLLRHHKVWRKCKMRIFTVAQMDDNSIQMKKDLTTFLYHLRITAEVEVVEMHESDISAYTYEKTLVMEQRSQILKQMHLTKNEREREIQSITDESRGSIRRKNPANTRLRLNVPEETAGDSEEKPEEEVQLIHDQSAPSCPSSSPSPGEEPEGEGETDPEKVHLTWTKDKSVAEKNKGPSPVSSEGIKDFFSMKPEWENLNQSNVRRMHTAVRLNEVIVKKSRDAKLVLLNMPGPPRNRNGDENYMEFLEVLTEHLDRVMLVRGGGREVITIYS
Thrombin inh – blocks human thrombin protease activity. P00734. alpha-thrombin, Boc-VPR-AMC fluorogenic substrate cleavage. inhibition, % at 5 µM. 0.26% of 220,000 active;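 active = inhibition at or above 40%; inactive = inhibition below 40%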;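 also: 0% = enzyme with no compound and 100% = wells without enzyme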
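System: Human alpha-thrombin protein | Medium: pH 7.5 Tris (50 mM) with NaCl 150 mM, Tween 20 0.05% | Times: Enzyme reaction carried out at room temperature | Detection: AMC fluorescence, 355/460 nm | Evaluation: Percent inhibition scaled between no-compound controls and no-enzyme blanks | Benchmarks: Enzyme without compound as high, wells lacking enzyme as low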
eIF4E-4G inh – inhibitors of eIF4E and eIF4G interaction in translation initiation | P63073+Q04637 | TR-FRET eIF4E-eIF4GI(517-606) binding, 2 h | inhibition, % at 21.7 µM | 0.37% of 220,000 active | AID 782;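 also: 0% = full FRET control wells and 100% = background wells lacking eIF4GI fragment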
hK5 inh – kallikrein 5 (human) inhibition | inhibition, % at 5 µM | 0.59% of 210,000 active | recombinant hK5, fluorogenic AMC substrate cleavage | Q9Y337;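 active = inhibition of 40% or more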;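 also: 0% = enzyme controls without compound and 100% = no-enzyme blanks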
Numbers without * were called inactive; / = no result given; [ ] = remark or other dose.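 The calls were made as follows, unless noted: active = inhibition above about 30% (limit read from the data); inactive = the rest.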 Hits appear at their usual frequency. Share with any hit: about 4.7%.

Furin inh,14-3-3 Bad PPI,EBV gp42 block,NCF1 inh,Rad51 HR inh,Cl transport mod,Thrombin inh,eIF4E-4G inh,hK5 inh,Structure
-21[20 µM],39,69*,2,/,/,-4,47*[fluorescence artefact?],-133,Cc1ccc2c(Cl)cc(Cl)c(OCC(=O)NCc3ccco3)c2n1
-10,-3,-10,-10,-5,-2.1,-3,1,-18,CCCc1nn(-c2cc(Cl)ccc2OC)c2c1C(=O)CCC2
-29[20 µM],-8[fluorescence artefact?],5,-14,2,-0.82,-4,2[fluorescence artefact?],-2,COc1ccc(C(C)NC(=O)c2ccoc2C)cc1OC (stereo unspecified)
-15,-4[fluorescence artefact?],2,-5,-6,1.2,-11,-3,-23,O=c1c2c3c(sc2nc2n1CCCS2)CCCC3
-8[20 µM],3,-13,-2,-5,-0.45,-4,2,3,CC(C)NC(=O)c1ccc2c(c1)nnn2C
-11[20 µM],-33[fluorescence artefact?],-8,-11,3,-0.95,-7,0,-19,COc1ccc(N2CCN(C(=O)C3COc4ccccc4O3)CC2)cc1 (stereo unspecified)
-31,-3,-11,-15,28,/,-5,1,-5,COc1ccc(/C=C(\C#N)c2cc(OC)c(OC)cc2[N+](=O)[O-])cc1
-20,14,6,0,/,-0.01,-7,-4,-30,Cc1cc(Nc2ncc(Cl)cc2Cl)n(-c2ccccc2)n1
-27,-7,-3,-1,0,0.5,6,-3,-20,CCC(C)(C(=O)NC1CCCC1)N(C(=O)Cc1cccs1)c1c(C)n(C)n(-c2ccccc2)c1=O (stereo unspecified)
-23,-7,-26,3,7,0.0022,-2,-18,0,CCOc1ccc2nc(N3CCC(C(=O)N4CCN(c5ncccn5)CC4)CC3)sc2c1
-23,0,2,6,7,-0.23,-12,5,-5,COc1ccccc1C(=O)NCC(=O)Nc1cccnc1
-12[20 µM],-9[fluorescence artefact?],-13,-7,2,0.56,8,-9,-5,CC(c1nnnn1C(C)(C)C)N(Cc1cccnc1)Cc1ccccc1Cl (stereo unspecified)
2,-7,0,-6,/,0.83,/,-4,-3,Cc1onc(-c2ccccc2)c1C(=O)N[C@@H]1C(=O)N2[C@@H]1SC(C)(C)[C@@H]2C(=O)O
-5,-5,-14,-8,8,/,13,2,21,Cc1cccnc1NC(=O)C1CCCN(S(=O)(=O)c2ccc3c(c2)oc(=O)n3C)C1 (stereo unspecified)
-23[20 µM],/,-19,-9,1,-0.3,4,/,-11,Cc1onc(-c2ccccc2)c1-c1n[nH]c(=S)n1-c1ccc(C(=O)O)cc1
-12,37[fluorescence artefact?],-9,-42,-2,-0.35,-12,1,-4,Cc1ccc(-n2c(SCn3nnc4ccccc4c3=O)nnc2-c2cccnc2)c(C)c1
-5,-5[fluorescence artefact?],-15,-7,/,-1.5,-6,-8,-22,CCCCOc1ccc(C(=O)N/C(=C/C=C/c2ccccc2)C(=O)N2CCOCC2)cc1
-22,-3,-13,-5,/,1.4,0,-2,/,CC1CCN(S(=O)(=O)c2ccc3ncn(CC(=O)N(C)C4CCCCC4)c(=O)c3c2)CC1
-19,-6,-12,-10,4,3.9*,-5,2,-8,CCCCCCCCCC(=O)NNC(=O)c1c(O)c2ccccc2n(CCC)c1=O
-13[20 µM],-17,-6,-7,6,2.1,-5,-10,4,CC(C)CCNC1=NCCCCC1
-22,6,-6,-43,4,0.9,-4,1,6,CC1(C)Cc2c(C#N)c(NC3CCCCC3)nc(-c3ccco3)c2CO1
-23,-4,-17,-7,-9,-0.15,2,3[fluorescence artefact?],2,O=C1CSc2ccccc2N1Cc1ccccc1F
-25,-3,-5,-6,-12,0.58,-3,-2,/,Cc1ccc(S(=O)(=O)N(C)C)cc1NC(=S)Nc1ccc2[nH]c(=O)[nH]c2c1
-19,0,2,-6,0,0.031,-4,-2,-4,COc1ccc(-c2ccc(SCC(=O)Nc3nccs3)nn2)cc1OC
-7,11,0,-8,0,-0.39,0,-1,3,CN(CCOc1ccccc1)CC(=O)Nc1ccc(Cl)cc1[N+](=O)[O-]
-10,-9,6,-2,12,0.24,-9,-1[fluorescence artefact?],-11,O=C(COc1ccccc1)Nc1ccccc1Oc1ccccc1
-25,-12[fluorescence artefact?],3,3,/,0.51,-5,-2,-7,Cc1ccsc1/C=N/n1c(-c2ccncc2)n[nH]c1=S
-13[20 µM],-6,-11,-24,/,0.13,-5,-2,-20,C=CCn1c(SCc2ccccc2)nc2scc(-c3ccc(C)o3)c2c1=O
-12,0,-1,-5,16,0.41,0,-5,4,COc1ccc(-n2c(O)c(C=NCc3ccccn3)c3ccccc3c2=O)c(OC)c1
-9[20 µM],51,-26,-3,-3,/,-1,8,3,COCCN1C(=O)C(O)=C(C(=O)c2cccs2)C1c1ccccc1 (stereo unspecified)
-29,-5,6,-14,3,0.56,-21,-1,-2,O=C(CNc1ccc2ccccc2c1)N/N=C/c1ccc(C(=O)O)cc1
-30,-10,-24,-3,0,0.025,-5,4,-1,CCCCN(CCCC)C(=O)C1CC=CCC1C(=O)O (stereo unspecified)
-15,-7,2,4,11,-0.27,-9,-2,-6,CC(=O)Nc1ccccc1OCc1nnc(-c2ccc(Cl)cc2)o1
-13[20 µM],-6,-19,-11,0,1.3,0,-18[fluorescence artefact?],-12,Cc1cc([N+](=O)[O-])c(C(C)(C)C)cc1N
6,-5,-11,-1,6,-0.05,-11,-2,-18,CCOc1ccc(NC(=O)CSc2n[nH]c(N)n2)c([N+](=O)[O-])c1
-24[20 µM],-4[fluorescence artefact?],-3,-11,2,0.055,0,0[fluorescence artefact?],33,CCCN1CNC(=S)N(c2cccc(C)c2C)C1
-17[20 µM],-5,-12,-1,-5,-0.026,-1,7,-1,Cn1c(-c2ccccc2)cc(=O)c2ccccc21
-19,5[fluorescence artefact?],5,-8,0,-0.032,-6,4,-2,CCOC(=O)CCSCC(=O)Nc1nnc(C)s1
-5,30,-16,/,-1,0.5,-6,3,-3,C#CCOCCOCCOCCNc1nc(N2CCN(C(=O)[C@H](CCCCN)n3cc([C@@H](N)CC(C)C)nn3)CC2)nc(N2CCN(C(=O)[C@H](Cc3cc4ccccc4[nH]3)n3cc([C@@H](N)Cc4ccc(O)cc4)nn3)CC2)n1
-15[20 µM],/,-5,7,/,/,1,/,-39,Cc1ccc(C(=O)NNC(=O)c2cc3cc4ccccc4nc3s2)cc1
-28,-12,-23,-2,8,-1.6,11,-3,-13,Cn1c(SCc2nnc(-c3ccccc3)o2)nc2ccccc21
-16,10,-3,-8,14,0.26,2,-1,-21,CN(C)/C=N/C(=S)Nc1ccccc1Cl
-22[20 µM],-2,2,-1,0,0.42,-10,-4,-6,Cc1ccc(S(=O)(=O)N2CCN(C(=O)CSC3CCCC3)CC2)c(C)c1
-12,6,-7,-3,/,-0.011,-12,2,-4,O=C(CSc1nnnn1-c1ccccc1)c1ccc(O)cc1O
-23[20 µM],-6,6,-21,4,/,2,-18,-5,CCOC(=O)C1CCCN(C(=O)Nc2ccccc2)C1 (stereo unspecified)

Structures from the list above with a tert-butyl group:
Furin inh,14-3-3 Bad PPI,EBV gp42 block,NCF1 inh,Rad51 HR inh,Cl transport mod,Thrombin inh,eIF4E-4G inh,hK5 inh,Structure
-12[20 µM],-9[fluorescence artefact?],-13,-7,2,0.56,8,-9,-5,CC(c1nnnn1C(C)(C)C)N(Cc1cccnc1)Cc1ccccc1Cl (stereo unspecified)
-13[20 µM],-6,-19,-11,0,1.3,0,-18[fluorescence artefact?],-12,Cc1cc([N+](=O)[O-])c(C(C)(C)C)cc1N

More entries:
Furin inh,14-3-3 Bad PPI,EBV gp42 block,NCF1 inh,Rad51 HR inh,Cl transport mod,Thrombin inh,eIF4E-4G inh,hK5 inh,Structure
-16[20 µM],1,-10,-20,-5,0.088,3,-11,-9,CC1CCN(S(=O)(=O)c2ccc(NC(=O)CCN3C(=O)c4ccccc4C3=O)cc2)CC1
-40,-8,-6,-6,-4,1.2,-20,1,2,Cc1ccccc1C(=O)Nc1ccc(N2CCN(C)CC2)nc1
-17,-14,3,-11,7,0.57,-3,3,0,COc1cc(C=O)ccc1OCC(=O)N1CCCC1
-25,2,-4,-14,8,/,-2,-3,0,COCCCN(C(=O)Nc1ccc(C)c(C)c1)C(C)c1ccccn1 (stereo unspecified)
-4[20 µM],-2,6,16,-9,1.9,-4,-4,-2,COc1cccc(CNc2ccc(S(=O)(=O)Nc3nccs3)cc2)c1O
10,13[fluorescence artefact?],-21,-7,/,1.2,-4,2,-4,CN(c1ccccc1)S(=O)(=O)c1cccc(NC(=O)CSc2nncs2)c1
-27,-19,-6,-7,0,0.011,7,-1,0,CC(C)CN(CC(C)C)S(=O)(=O)N1CCC(C(=O)NCc2cccnc2)CC1
-12,-5,-3,-10,-18,-0.095,1,3,-2,COc1ccc(OC)c(-c2nc3ccccc3nc2-c2ccccc2)c1
-11,-3,-7,-9,9,-0.13,-3,-2,-1,NNC(=O)c1cc(-c2ccccc2)sc1N
-22,-13,-6,-6,-5,-1.4,4,0,21,C=CCn1c(SCC(=O)c2ccc(O)c(O)c2)nnc1-c1ccccc1OC
-11,6,-6,/,/,0.12,2,1,0,CN(CCc1ccccn1)C(=O)CCC1CCCN(C(=O)CCOc2ccccc2)C1 (stereo unspecified)
-24,-17,-12,-7,9,0.41,2,1,-6,Cn1c(CNC(=O)c2ccccc2)nnc1SCC(=O)Nc1nccs1
-22,-24,-14,-14,-4,-1.2,-4,-3,-6,CCOc1cccc(/C=N/NC(=O)c2cc(-c3cccn3C)n[nH]2)c1O
-14[20 µM],-1,-1,-1,0,-0.12,-8,-10,-17,Cc1ccccc1CS(=O)(=O)CC1(O)CCN(C(=O)c2cccc(C(F)(F)F)c2)CC1
-21,12[fluorescence artefact?],-3,-2,1,0.071,-5,0[fluorescence artefact?],-21,CCOC(=O)c1ccc(Oc2nc(OC)nc(N(C)C)n2)cc1
-14,0,4,-3,1,0.097,-4,-4,3,COc1cccc(/C=C/C(=O)OCC(=O)Nc2cc(C(F)(F)F)ccc2Cl)c1
-13,8,3,1,12,-1.8,-8,-2,6,O=C(O)COc1ccccc1/C=N/NC(=O)CSc1nc2ccccc2s1
-18,-7,-4,3,11,1.4,-2,-2,0,O=C1CCC(CCC(=O)N2CCCC(C(=O)c3ccc(Cl)cc3)C2)=NN1 (stereo unspecified)
-24,40,-3,-5,16,0.55,6,3,-20,Brc1ccc(-c2csc3[n+]2CCCCC3)cc1
-28,-4,1,-8,5,0.14,0,-2,-11,Cc1c(N(C(=O)c2cnccn2)C2(C(=O)NC3CCCC3)CCCCC2)c(=O)n(-c2ccccc2)n1C
-19[20 µM],-4,-25,-66,-13,0.79,-7,-7,-10,COc1cccc(-c2csc(N3CCN(C(=O)NC45CC6CC(CC(C6)C4)C5)CC3)n2)c1
-15[20 µM],-5,-5,-24,9,0.56,0,8,7,CCC(=O)NC(=S)Nc1cccc(C(C)=O)c1
3,-7,-17,-10,-7,0.6,-1,14,-8,CCOC(=O)N/N=C(C)/C=C/c1ccco1
-34,-2,-24,-11,2,6.4,-1,5,-15,CC(Oc1ccc(Cl)cc1Cl)C(=O)Nc1ccncc1 (stereo unspecified)
-4[20 µM],0,-4,-29,-35,/,0,-2,-2,CCOC(=O)c1cnn(-c2ccccc2)c1NC(=O)c1ccc(C)cc1
-23,17,-11,-32,/,0.65,-2,-9,-10,CCN(CC)S(=O)(=O)c1ccc(/C=C/C(=O)OCC(=O)Nc2ccc(S(N)(=O)=O)cc2)cc1
-5,0,-9,-8,/,0.63,2,-2,6,O=C1NCCC/C1=N\Nc1ccc(Br)cc1
